DAT uptake mod = changed human dopamine transporter uptake under cocaine IC80; Q01959; LLC-PK1 hDAT cells, [14C]-dopamine uptake with cocaine IC80; actives deviate in either direction; B-score at 10 µM; 110,000 compounds, 1.3% hits; AID 449768;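 active = Z score or B-score, a plate-position-corrected score, falls beyond the plate's 99.7% confidence bounds, in either direction; inactive = both scores lie inside the 99.7% bounds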;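 also: scored against the spread of the other compound wells on the same plate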
Target sequence (Q01959 whole entry, looked up): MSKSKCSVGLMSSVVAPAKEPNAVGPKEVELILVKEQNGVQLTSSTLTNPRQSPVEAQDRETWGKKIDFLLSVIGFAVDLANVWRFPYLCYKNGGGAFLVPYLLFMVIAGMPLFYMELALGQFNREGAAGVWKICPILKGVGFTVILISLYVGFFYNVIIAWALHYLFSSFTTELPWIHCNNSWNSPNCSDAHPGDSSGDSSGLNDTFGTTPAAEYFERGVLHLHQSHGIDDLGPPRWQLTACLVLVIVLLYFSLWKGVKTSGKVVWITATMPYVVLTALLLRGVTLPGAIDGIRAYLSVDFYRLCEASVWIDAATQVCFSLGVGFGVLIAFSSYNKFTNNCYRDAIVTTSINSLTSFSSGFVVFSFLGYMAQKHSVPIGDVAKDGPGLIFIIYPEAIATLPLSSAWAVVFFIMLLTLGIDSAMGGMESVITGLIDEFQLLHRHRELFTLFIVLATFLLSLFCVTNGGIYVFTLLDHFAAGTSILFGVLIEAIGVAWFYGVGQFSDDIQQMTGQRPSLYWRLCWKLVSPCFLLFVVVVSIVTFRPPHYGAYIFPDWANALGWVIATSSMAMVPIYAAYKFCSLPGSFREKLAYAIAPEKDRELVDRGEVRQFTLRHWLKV
An asterisk follows results filed as active; & = joins results of further samples. Some of the compounds tested; the hit share may differ from the screen's.

Screening COc1cc(C2Oc3cc(C4Oc5cc(O)cc(O)c5C(=O)C4O)ccc3OC2CO)ccc1O (stereo not drawn) returned DAT uptake mod 2.41.
Screening CN(C)CCCSc1ccccc1NC(=O)/C=C/c1ccccc1 returned DAT uptake mod -0.0582.
Screening CCCCN(CCCC)CCCOC(=O)c1ccc(N)cc1 returned DAT uptake mod 0.813.
`Cc1cc(=O)oc2cc(O)ccc12` gave DAT uptake mod -0.00661.
CC(C)NNC(=O)c1ccncc1 was read as DAT uptake mod 1.15.
N=c1nc(N2CCCCC2)cc(N)n1O was read as DAT uptake mod -0.16&0.0447.
Screening CCCCCCCCCCCCCCCC(O)C(N)CO (stereo not drawn) returned DAT uptake mod 0.149.
`CC(C)(C)NCC(O)COc1cccc2c1C[C@H](O)[C@H](O)C2` (stereo partly drawn) gave DAT uptake mod 0.101.
Screening Cc1scc2c1N(C(=O)CN1CCN(C)CC1)c1ccccc1NC2=O returned DAT uptake mod -0.154.
COc1cc(N)c(Cl)cc1C(=O)N[C@@H]1CCN(CCCOc2ccc(F)cc2)C[C@@H]1OC was read as DAT uptake mod 2.06.
`CCCC(=O)O[C@]1(C(=O)COC(C)=O)CC[C@H]2[C@@H]3C[C@H](F)C4=CC(=O)C=C[C@]4(C)[C@@]3(F)[C@@H](O)C[C@@]21C` gave DAT uptake mod 0.487.
`CCCC(=O)O[C@]1(C(=O)CCl)[C@@H](C)C[C@H]2[C@@H]3CCC4=CC(=O)C=C[C@]4(C)[C@@]3(F)C(=O)C[C@@]21C` gave DAT uptake mod -0.167.

Sorted by number of heavy atoms (low to high): 5 of the compounds above.
CC(C)NNC(=O)c1ccncc1 was read as DAT uptake mod 1.15.
N=c1nc(N2CCCCC2)cc(N)n1O was read as DAT uptake mod -0.16&0.0447.
Screening CCCCCCCCCCCCCCCC(O)C(N)CO (stereo not drawn) returned DAT uptake mod 0.149.
Screening CCCCN(CCCC)CCCOC(=O)c1ccc(N)cc1 returned DAT uptake mod 0.813.
`CCCC(=O)O[C@]1(C(=O)CCl)[C@@H](C)C[C@H]2[C@@H]3CCC4=CC(=O)C=C[C@]4(C)[C@@]3(F)C(=O)C[C@@]21C` gave DAT uptake mod -0.167.

The listing picks up; the 2 compounds before the break are reprinted first.
`CCCC(=O)O[C@]1(C(=O)COC(C)=O)CC[C@H]2[C@@H]3C[C@H](F)C4=CC(=O)C=C[C@]4(C)[C@@]3(F)[C@@H](O)C[C@@]21C` gave DAT uptake mod 0.487.
`CCCC(=O)O[C@]1(C(=O)CCl)[C@@H](C)C[C@H]2[C@@H]3CCC4=CC(=O)C=C[C@]4(C)[C@@]3(F)C(=O)C[C@@]21C` gave DAT uptake mod -0.167.
Screening COc1ccc(-c2oc3c(CC=C(C)C)c(O[C@@H]4O[C@H](CO)[C@@H](O)[C@H](O)[C@H]4O)cc(O)c3c(=O)c2O[C@@H]2O[C@@H](C)[C@H](O)[C@@H](O)[C@H]2O)cc1 returned DAT uptake mod -0.253.
`CC1(C)O[C@@H]2C[C@H]3[C@@H]4C[C@H](F)C5=CC(=O)C=C[C@]5(C)[C@@]4(F)[C@@H](O)C[C@]3(C)[C@]2(C(=O)CO)O1` gave DAT uptake mod 0.569.
Screening CCN(CC)CC1CCCCN1CC(=O)N1c2ccccc2C(=O)Nc2cccnc21 (stereo not drawn) returned DAT uptake mod -0.0406.
For CN(C)CC/C=C1/c2ccccc2COc2ccc(CC(=O)O)cc21 the results were DAT uptake mod -1.04.

Screening data deposited in PubChem by Vanderbilt High Throughput Screening Facility.
